From PubChem BioAssay
XiGFP reactiv – activators of inactive X chromosome reactivation, primary screen, imaging, XiGFP fibroblasts, GFP high-content imaging, set 2 | XiGFP mouse fibroblasts, % GFP-positive cells imaging, 3 d; cells co-treated with 5-aza-dC sensitizer; scaled so ellipticine positive control = 100% | 360,000 compounds, 0.055% hits | AID 743238, 2013 | activation, % at 7.58 µM;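 active = mean normalized replicate activation at least 10% and every replicate at or above 10%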;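 note: 0% = median of on-plate neutral control wells and 100% = ellipticine 6 µM median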
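System: SV40-immortalized XiGFP fibroblast cells, line 68-5-11 / Incubation: 3-day compound exposure, then 15 min fixation at room temperature / Compound: single concentration per compound, delivered by pin transfer / Buffer or medium: DMEM plus 5-aza-dC sensitizer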
DENV2 CPE rescue – inhibitors of DENV2 cytopathic effect, primary screen, cell-based, plate reader, single concentration; 350,000 compounds, 1.7% hits; DENV2-infected cells, cytopathic effect rescue; AID 651640, 2012; CPE inhibition, % at 9.99 µM; in the data active = CPE inhibition above about 20%, passing the limit was not always enough; tested in BHK-21 cells;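 note: 0% = median of neutral control wells and 100% = median of positive control wells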
ARNT-TACC3 inh – disruptors of ARNT/TACC3 protein interaction, primary screen, biochemical, AlphaScreen, single concentration; AlphaScreen His-ARNT PAS-B/GST-TACC3 binding, luminescence; TACC3 fragment carries E629A point mutation; 390,000 compounds, 0.66% hits; inhibition, % at 9.99 µM; AID 623870, 2012;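 active = mean inhibition of replicates at least 50% and at least half of replicates each reaching 50%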;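 note: 0% = complete ARNT plus TACC3 wells and 100% = ARNT alone without TACC3; many hits fall short of the cut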
PAX8 inh HTS – inhibitors of PAX8-driven TPO luciferase reporter, primary screen, RMG-I cells, single concentration; SteadyGlo, 24 h; inhibition, % at 12.6 µM; 360,000 compounds, 1.2% hits; AID 652154, 2013;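 active = mean replicate inhibition at least 60% with every replicate also reaching 60%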;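 note: luciferase light reporting Pax8 driven TPO promoter activity; plate controls were median of neutral control wells for no effect and mitoxantrone controls for full effect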
CFTR F508del cor – F508del CFTR correction, initial screen, CFBE line, single point | CFBE cells, YFP halide quenching; stimulated with forskolin plus potentiator P3; % fluorescence drop versus neutral controls | activity (quench increase), % at 7.58 µM | 350,000 compounds, 0.36% hits;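 active = mean added fluorescence quench of at least 8% versus neutral control, with both replicates also reaching 8%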;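 note: cells transiently co-express mutant CFTR-F508del with the halide-sensitive YFP; corrector assay measuring rescue of mutant channel to the surface after 24 h compound exposure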
EWS-Fli inh – EWS/Fli-driven NR0B1 reporter inhibitors, primary screen, A673 cells, NR0B1 luciferase, luminescence, MLPCN library | viability-normalised | inhibition, % at 12.6 µM | 350,000 compounds, 0.67% hits;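 active = mean inhibition of at least 50% after viability correction, with every replicate also passing that limit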;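 note: firefly luciferase signal divided by Alamar Blue viability fluorescence both relative to DMSO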
INS-1E GSIS act – GLuc luminescence reporter in INS-1E cells, primary screen for activators of glucose-dependent secretion of insulin; activation, % at 16.6 µM; 370,000 compounds, 0.61% hits; INS-1E GLuc reporter insulin secretion, 2-3 h;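 active = lowest replicate activation of at least 40%, so every replicate reaches that level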;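 note: 0% = median of neutral control wells and 100% = median of IBMX positive control wells; some compounds called inactive have numbers as strong as hits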
ERp5 block – inhibitors of ERp5-driven insulin aggregation, primary screen, biochemical, turbidity, absorbance 650 nm, single point; Protein disulfide-isomerase A6 (Homo sapiens), Q15084; 90 min; inhibition, % at 9.99 µM; 350,000 compounds, 0.05% hits; AID 651711, 2012;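 active = mean replicate inhibition above about 25%, with every replicate also reaching it, limit read from the data, passing the limit was not always enough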
Target sequence (Q15084 whole entry, looked up): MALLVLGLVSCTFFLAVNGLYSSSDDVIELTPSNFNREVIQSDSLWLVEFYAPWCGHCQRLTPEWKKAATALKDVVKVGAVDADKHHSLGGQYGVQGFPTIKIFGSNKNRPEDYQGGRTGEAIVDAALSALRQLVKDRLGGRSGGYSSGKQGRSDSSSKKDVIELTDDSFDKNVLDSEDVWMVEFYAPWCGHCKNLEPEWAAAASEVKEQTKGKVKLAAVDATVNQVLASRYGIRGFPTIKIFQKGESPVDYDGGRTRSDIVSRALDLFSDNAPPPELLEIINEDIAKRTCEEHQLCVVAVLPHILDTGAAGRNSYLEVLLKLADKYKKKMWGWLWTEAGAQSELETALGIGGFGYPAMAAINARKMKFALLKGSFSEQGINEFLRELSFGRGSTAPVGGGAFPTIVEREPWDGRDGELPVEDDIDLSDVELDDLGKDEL
Starred values were filed as active, the others as inactive; · = not tested or not shown.

No.	SMILES	XiGFP reactiv	DENV2 CPE rescue	ARNT-TACC3 inh	PAX8 inh HTS
1	CC(C)(CNC(=O)c1cccc(NS(=O)(=O)c2ccc(Br)cc2)c1)N1CCOCC1	0.1	7	-1	3
2	O=C(C[C@H]1CC[C@@H](NC(=O)CN2CCOCC2)[C@@H](CO)O1)NCCc1ccccc1	-0.3	13	·	-3
3	Cc1ccc(CC2C(=O)N(c3nc(C)cc(C)n3)C(=O)C2C)cc1 (configuration not stated)	-0.2	0	0	11
4	O=C(CSc1nc2ccccc2o1)NCc1ccc2c(c1)OCO2	0.0	9	0	-37
5	O=C(/C=N/O)Nc1ccc2sc3ccccc3c2c1	0.1	8	-44	-5
6	CN(C)CC(=O)N[C@@H]1CC[C@H](CCNC(=O)C2CCCCC2)O[C@H]1CO	-0.5	0	5	10
7	O=C(O)c1cc(-c2ccc(N3CCOCC3)cc2)nn1-c1ccc(F)cc1F	0.1	6	-6	-11
8	C[C@@H]1CCCCO[C@@H](CN(C)Cc2ccncc2)[C@@H](C)CN([C@@H](C)CO)C(=O)c2cc(NC(=O)Nc3ccc(F)cc3)ccc2O1	0.1	-4	-6	-6
9	Cc1ccc(S(=O)(=O)N(C)C)cc1NC(=O)COC(=O)CCCOc1ccccc1	0.0	-6	-4	1
10	O=C(NCc1ccccc1)[C@@H]1CCCN1C(=O)[C@H]1CCCN1C(=O)c1ccc(F)cc1	0.0	-1	·	-14
11	C[C@H](CO)N1C[C@H](C)[C@H](CN(C)S(C)(=O)=O)OCCCC[C@H](C)Oc2ccc(NS(=O)(=O)c3ccc(F)cc3)cc2C1=O	0.2	-3	-7	24
12	CC(C)(C)OC(=O)N1CCCC(C(=O)Nc2cccc(C(=O)NCCc3ccccc3)c2)C1 (configuration not stated)	0.0	-3	1	-40

No.	CFTR F508del cor	EWS-Fli inh	INS-1E GSIS act	ERp5 block
1	-1.0	-1	-1	-4
2	1.1	4	8	-6
3	-1.5	-2	5	-6
4	5.1	-53	·	0
5	-0.5	-19	-39	-2
6	2.4	8	1	-5
7	-0.7	5	11	-6
8	-2.7	-3	-15	·
9	2.1	7	0	9
10	1.6	-5	5	-2
11	-0.4	-18	5	-4
12	-2.1	-58	-29	6

Following part:
No.	SMILES	XiGFP reactiv	DENV2 CPE rescue	ARNT-TACC3 inh	PAX8 inh HTS
13	O=C(CNC(=O)c1ccc(Cl)cc1Cl)OCC(=O)N1CCCC1	-0.1	-8	18	-1
14	Cc1noc(C)c1NC(=O)N(C)C[C@H]1Oc2ccc(NC(=O)Nc3ccccc3)cc2CC(=O)N([C@H](C)CO)C[C@@H]1C	-0.1	18	0	-28
15	CCCCNC(=O)c1nc(C2CCN(S(=O)(=O)c3c(OC)cccc3OC)CC2)oc1-c1ccccc1	0.0	-10	·	32
16	Cc1ccc(C)c(NC(=O)COC(=O)c2ccc(S(=O)(=O)N3CCCCC3)cc2)c1	-0.1	10	1	-8
17	CC(/C=N/NC(=O)c1nnn(-c2nonc2N)c1C(C)C)=C\c1ccco1	0.2	2	·	10
18	CCOC(=O)N1CCN(Cc2nc(N)nc(Nc3ccc(Cl)cc3)n2)CC1	-0.1	1	16	-24
19	C[C@@H]1CN([C@H](C)CO)C(=O)c2cccc(NC(=O)Nc3ccc4c(c3)OCO4)c2O[C@@H]1CN(C)S(=O)(=O)c1cn(C)cn1	-0.3	-11	-5	·
20	COc1cccc(-n2nnc3c(=O)n(CC(=O)Nc4cc(C)on4)cnc32)c1	0.0	0	-2	-4
21	C[C@@H]1CN([C@H](C)CO)C(=O)Cc2cc(NC(=O)CCN3CCOCC3)ccc2O[C@@H]1CN(C)Cc1ccc(Cl)c(Cl)c1	0.0	7	-4	2
22	N#C/C(C(=O)NCc1ccco1)=C1/SC=C(c2ccccc2)N1c1ccccc1	0.2	·	2	16
23	CSc1ccccc1C(=O)N1CCCCC1	0.0	4	0	-2
24	COc1ccc(NC(=O)N(C)C[C@H]2OCCCC[C@@H](C)Oc3ccc(NS(=O)(=O)c4ccc(OC)cc4)cc3C(=O)N([C@@H](C)CO)C[C@@H]2C)cc1	0.5	-13	20	5

No.	CFTR F508del cor	EWS-Fli inh	INS-1E GSIS act	ERp5 block
13	0.0	-1	-1	-4
14	-1.5	0	14	-4
15	0.4	25	-18	1
16	-0.1	6	24	3
17	0.2	-14	0	7
18	4.6	-14	9	-3
19	1.1	-6	-9	3
20	-2.9	8	-3	2
21	1.8	2	4	0
22	·	·	20	·
23	0.3	4	0	1
24	-0.8	-7	-2	·

Other compounds follow.
No.	SMILES	XiGFP reactiv	DENV2 CPE rescue	ARNT-TACC3 inh	PAX8 inh HTS
25	CCOC(=O)N1CCN(c2ccc(S(=O)(=O)N3CCOCC3)cn2)CC1	0.0	3	-19	-6
26	Nc1ccccc1Sc1ccccc1[N+](=O)[O-]	1.0	·	10	12
27	C[C@H](O)C#Cc1ccc2c(c1)O[C@@H](CN(C)Cc1cncnc1)[C@@H](C)CN([C@@H](C)CO)S2(=O)=O	0.0	7	-3	-23
28	O=C(COC(=O)CCc1c[nH]c2ccccc12)NC(c1ccccc1)c1ccccc1	0.0	·	1	11
29	CCOC(=O)c1cc2c(C)[nH]c(C)c2cc(C(=O)OCC)c1=O	0.0	-4	·	5
30	O=C(CN1CCN(Cc2ccc3c(c2)OCO3)CC1)Nc1ccc(N2CCOCC2)cc1	0.2	-6	1	2
31	CCc1ccc[n+](-c2[nH]c(=O)sc2/C=N/NC([S-])=Nc2ccccc2)c1	0.0	-5	25	-9
32	CCOC(=O)C1CCN(C(=O)CSc2nc3ncccc3[nH]2)CC1	0.0	4	5	2
33	CCN1CCSc2ccc(C(=O)NCc3ccc(OC(C)C)cc3)cc21	-0.1	-6	-8	2
34	C[C@@H]1CCCCO[C@@H](CN(C)C(=O)c2ccncc2)[C@H](C)CN([C@@H](C)CO)C(=O)c2cc(NS(=O)(=O)c3cccs3)ccc2O1	-0.1	2	-6	-23
35	Cc1ccc2nc(CN(C)C(=O)[C@@H](Cc3ccccc3)NC(=O)[C@H]3O[C@@H](n4ccc(=O)[nH]c4=O)[C@H](O)[C@@H]3O)[nH]c2c1	0.2	2	·	2
36	CCCC(=O)OCC(=O)Nc1ccc2c(c1)OCO2	0.2	-3	-4	11

No.	CFTR F508del cor	EWS-Fli inh	INS-1E GSIS act	ERp5 block
25	-2.4	6	·	-1
26	·	·	-3	·
27	-0.8	-7	4	-8
28	·	·	-36	·
29	-1.5	-1	-7	-1
30	-1.9	9	-2	6
31	·	7	10	-1
32	1.7	8	-5	·
33	-2.8	-3	·	-1
34	-1.7	-5	-4	-2
35	-6.5	-7	42*	3
36	-1.9	-6	13	0

4 entries drawn at random from those above:
No.	SMILES	XiGFP reactiv	DENV2 CPE rescue	ARNT-TACC3 inh	PAX8 inh HTS
27	C[C@H](O)C#Cc1ccc2c(c1)O[C@@H](CN(C)Cc1cncnc1)[C@@H](C)CN([C@@H](C)CO)S2(=O)=O	0.0	7	-3	-23
34	C[C@@H]1CCCCO[C@@H](CN(C)C(=O)c2ccncc2)[C@H](C)CN([C@@H](C)CO)C(=O)c2cc(NS(=O)(=O)c3cccs3)ccc2O1	-0.1	2	-6	-23
32	CCOC(=O)C1CCN(C(=O)CSc2nc3ncccc3[nH]2)CC1	0.0	4	5	2
30	O=C(CN1CCN(Cc2ccc3c(c2)OCO3)CC1)Nc1ccc(N2CCOCC2)cc1	0.2	-6	1	2

No.	CFTR F508del cor	EWS-Fli inh	INS-1E GSIS act	ERp5 block
27	-0.8	-7	4	-8
34	-1.7	-5	-4	-2
32	1.7	8	-5	·
30	-1.9	9	-2	6

(listing goes on)
No.	SMILES	XiGFP reactiv	DENV2 CPE rescue	ARNT-TACC3 inh	PAX8 inh HTS
37	CCC1=C(OC(=O)N(CC)CC)N2C(=O)OC(=NCc3ccccc3)[C@]2(C)[C@H]2C1=CC[C@H]1C(=O)NC(=O)[C@H]12	-0.6	-10	-7	25
38	C[C@@H]1CN([C@@H](C)CO)C(=O)c2cc(NC(=O)NC3CCCCC3)ccc2O[C@@H]1CN(C)C(=O)NC1CCCCC1	0.8	1	6	·
39	Cc1ccc(OC(=O)COc2ccccc2C)cc1	0.0	-5	·	3
40	Cn1ccnc1SCC(=O)c1ccc(F)cc1	-0.1	5	·	-36
41	COc1ccc(NC(=O)COC(=O)CCc2ccc(S(=O)(=O)N3CCOCC3)cc2)cc1OC	0.0	2	-7	-14
42	Cc1ccc(S(=O)(=O)/N=C/c2c(O)ccc3ccccc23)cc1	-0.1	11	-5	28
43	C/C=C/c1cnc2c(c1)C(=O)N([C@H](C)CO)C[C@@H](C)[C@@H](CN(C)C(=O)C1CCOCC1)O2	0.5	·	·	-11
44	CC1CCN(CCCn2c(SCC(=O)Nc3ccccc3Cl)nc3ccccc3c2=O)CC1	0.2	-8	2	1
45	COc1cccc(OCC(=O)Nc2ccccc2C(=O)Nc2ccc(C(=O)O)cc2)c1	0.3	12	4	12
46	COc1ccc2nc(SCC(=O)Nc3nonc3C)[nH]c2c1	0.0	·	0	11
47	Cc1cc(OCC(=O)O/N=C(\N)Cc2cccs2)ccc1Br	·	·	-3	·
48	O=C(C1CCCCC1)N1C[C@@H]2[C@H](c3ccccc31)[C@H](CO)N2C(=O)c1ccccc1	0.1	-8	3	-23

No.	CFTR F508del cor	EWS-Fli inh	INS-1E GSIS act	ERp5 block
37	-2.7	-3	-37	2
38	0.6	1	-10	2
39	2.4	4	17	0
40	-1.1	-25	·	0
41	-2.4	-3	-2	5
42	-0.2	7	23	4
43	-0.2	-10	11	·
44	0.3	5	0	8
45	1.5	3	21	8
46	0.8	0	7	4
47	4.3	-13	-1	3
48	0.5	-3	5	-1

Following part:
No.	SMILES	XiGFP reactiv	DENV2 CPE rescue	ARNT-TACC3 inh	PAX8 inh HTS
49	COC(=O)c1cc(OC)c(OC)cc1NC(=O)CN1CCCCC1	·	7	-3	·
50	COc1ccc2sc(-c3ccc(S(C)(=O)=O)cc3)c(C(=O)NCCCN3CCCC3=O)c2c1	0.1	-7	6	-3
51	CC1CCC(NC(=O)COC(=O)c2cccnc2Cl)CC1 (configuration not stated)	0.0	-2	·	-5
52	Cc1ccc(NC(=S)NCCC2=CCCCC2)cc1	0.0	-1	-7	-122
53	Cc1cc(C(=O)COC(=O)c2ccc(NC(=O)CC#N)cc2)c(C)n1CCc1ccc(F)cc1	0.0	-2	·	0
54	C[C@@H]1CN([C@@H](C)CO)C(=O)c2cc(NC(=O)Cc3ccccc3)ccc2O[C@@H](C)CCCCO[C@H]1CN(C)S(=O)(=O)c1ccccc1	0.0	8	2	6
55	CCOC(=O)[C@]12CCC=C1N(Cc1ccc3c(c1)OCO3)C(=O)[C@H](CC(=O)NCc1ccc(C)o1)C2	0.1	1	·	12
56	Fc1ccccc1Nc1n[nH]c(=S)s1	0.0	5	20	-85

No.	CFTR F508del cor	EWS-Fli inh	INS-1E GSIS act	ERp5 block
49	2.5	-10	19	-10
50	4.0	5	-2	-3
51	1.3	-1	10	5
52	-3.1	-31	-16	-6
53	-2.4	-2	41	-6
54	-2.7	11	-1	-3
55	-0.4	-1	-13	0
56	·	-59	2	-3
